Screening results: PubChem BioAssay, Sanford-Burnham Center for Chemical Genomics
Apaf1 inhib: inhibitors of human Apaf-1 apoptosome; O14727; reconstituted apoptosome caspase-3 activity, DEVD-Rh110 fluorescence; inhibition, % at 20 µM; 0.71% of 330,000 active; AID 489030; active = inhibition of at least 40% at 20 µM;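 note: plate controls were DMSO wells for no effect and DEVD-CHO caspase inhibitor wells for full effect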
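detection = Rh110 fluorescence intensity | test system = biochemical Apaf-1 apoptosome reconstitution | also added = cytochrome c and DEVD-Rh110 substrate | schedule = 30 min plus 50 min, RT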
mIAP block: mouse IAP inhibition; purified mouse IAP, CDP-Star luminescence, 30 min; inhibition, % at 10 µM; 0.2% of 330,000 active;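 active = inhibition of at least 40% at 10 µM in the primary screen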;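 note: plate controls were DMSO with enzyme for no effect and no enzyme wells for full effect; values of inactives mirror those of a sister screen read the other way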
hIAP inh: human IAP inhibition; AID 2544; 0.12% of 330,000 active; purified IAP, CDP-Star luminescence, 30 min; inhibition, % at 10 µM; P09923;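 active = inhibition reaching a set limit with compound at 10 µM in the primary screen, cut at about 35% in these data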;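 note: plate controls were DMSO wells with enzyme for no effect and no-enzyme buffer wells for full effect; values of inactives mirror those of a sister screen read the other way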
Target sequence (P09923 whole entry, looked up): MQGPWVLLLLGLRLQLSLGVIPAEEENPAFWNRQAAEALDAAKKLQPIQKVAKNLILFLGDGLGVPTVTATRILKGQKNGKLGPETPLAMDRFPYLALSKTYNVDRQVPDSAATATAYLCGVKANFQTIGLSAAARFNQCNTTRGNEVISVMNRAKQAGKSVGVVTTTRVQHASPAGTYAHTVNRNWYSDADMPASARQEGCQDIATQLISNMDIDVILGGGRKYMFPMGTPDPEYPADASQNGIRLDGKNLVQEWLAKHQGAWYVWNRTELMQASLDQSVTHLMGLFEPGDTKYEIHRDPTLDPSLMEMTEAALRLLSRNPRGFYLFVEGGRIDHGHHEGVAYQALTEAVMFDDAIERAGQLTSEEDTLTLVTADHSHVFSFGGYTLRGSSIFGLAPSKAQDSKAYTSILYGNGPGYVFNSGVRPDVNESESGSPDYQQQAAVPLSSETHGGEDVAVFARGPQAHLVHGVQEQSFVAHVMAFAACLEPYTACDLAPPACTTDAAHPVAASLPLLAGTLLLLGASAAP
mIAP activ: mouse IAP activation. 0.24% of 330,000 active. muIAP, CDP-Star luminescence, 30 min; stronger effect = higher value; 1 = vehicle-only enzyme signal, 0 = enzyme-free wells. activation factor at 10 µM. AID 2805;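 active = activation factor of at least 2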; note: the source names both 10 and 20 µM as test concentration; values of inactives mirror those of a sister screen read the other way
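System: Mouse IAP enzyme | Also added: CDP-Star substrate | Dosing: Compounds dispensed in DMSO | Schedule: 30 min enzyme-substrate-compound incubation at room temperature | Technique: Chemiluminescence readout | Control set: DMSO-only wells and no-enzyme negative control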
tim10-1 inh: growth inhibitors of tim10-1 mutant yeast; inhibition, % at 20 µM; 2.2% of 330,000 active; S. cerevisiae tim10-1 ts strain growth, BacTiter-Glo, 24 h;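 active = inhibition of at least 40%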;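 note: mutant grown at 25 °C; 0% = DMSO wells with yeast and 100% = wells holding no yeast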
hIAP act: human IAP activation | activation factor at 10 µM | 0.16% of 330,000 active | P09923 | purified human IAP, CDP-Star luminescence, 30 min; stronger effect = higher value; 1 = vehicle-only enzyme, 0 = enzyme-free background | AID 2524;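 active = activation factor of the enzyme at least 2-fold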; note: the source names both 10 and 20 µM as test concentration; values of inactives mirror those of a sister screen read the other way
NLRP3 yeast inh: inhibitors of NALP3 inflammasome in yeast; 0.39% of 330,000 active; inhibition, % at 10 µM; Yeast reconstituted NLRP3/ASC/caspase-1, beta-gal luminescence, 24 h; AID 2825;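 active = inhibition of 50% or more; inactive = inhibition below 50%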;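 note: plate controls were induced DMSO wells for no effect and uninduced yeast grown without galactose for full effect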
TIM10 inh: inhibits growth of TIM10 yeast strain. S. cerevisiae TIM10 strain growth, BacTiter-Glo luminescence, 24 h. 1.4% of 330,000 active. inhibition, % at 10 µM;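 active = inhibition of 40% or more at the single tested concentration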;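 note: wild-type TIM10 isogenic control strain grown at permissive 25 °C; 0% = DMSO yeast wells and 100% = minimal medium wells without yeast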
ATG4B inh: blocks human ATG4B protease cleavage of LC3 substrate; ATG4B cleavage of LC3-PLA2, NBD-HPC fluorescence, 1 h; inhibition, % at 8.33 µM; 0.51% of 340,000 active; AID 504462; in the data active = inhibition above about 40%
Target sequence (Q9Y4P1 whole entry, looked up): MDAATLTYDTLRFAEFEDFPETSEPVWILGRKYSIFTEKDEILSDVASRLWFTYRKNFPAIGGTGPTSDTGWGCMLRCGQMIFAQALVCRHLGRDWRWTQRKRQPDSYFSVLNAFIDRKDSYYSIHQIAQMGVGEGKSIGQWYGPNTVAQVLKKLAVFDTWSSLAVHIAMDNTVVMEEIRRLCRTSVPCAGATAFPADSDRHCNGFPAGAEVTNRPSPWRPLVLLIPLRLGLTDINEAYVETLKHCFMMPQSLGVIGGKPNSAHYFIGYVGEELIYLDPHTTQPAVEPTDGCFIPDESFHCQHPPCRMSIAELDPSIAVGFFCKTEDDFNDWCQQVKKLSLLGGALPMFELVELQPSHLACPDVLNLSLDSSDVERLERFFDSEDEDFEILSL
* marks the source's active call; other numbers are inactive results.

SMILES | Apaf1 inhib | mIAP block | hIAP inh | mIAP activ | tim10-1 inh | hIAP act | NLRP3 yeast inh | TIM10 inh | ATG4B inh
CCN1CCN(c2nc(Nc3ccc(NC(C)=O)cc3)nc(Nc3ccc(NC(C)=O)cc3)n2)CC1 | -12.6 | -6.0 | -6.9 | 1.06 | 14.8 | 1.07 | 6.4 | -6.8 | -5.2
Cc1ccc(CNC(=O)CS(=O)CC(=O)O)cc1 (stereo not given) | -0.6 | 1.8 | 3.0 | 0.982 | -0.7 | 0.969 | 6.9 | 2.6 | -3.1
CCCCCCCCC(=O)N/N=C(\C)c1ccco1 | -5.0 | 2.2 | 11.7 | 0.978 | 3.6 | 0.883 | 24.9 | 5.8 | 8.1
Cc1nc(-c2ccccc2)sc1C1(C)CC(c2ccccc2F)=NO1 (stereo not given) | 3.9 | -1.1 | -5.0 | 1.01 | -10.1 | 1.05 | 3.2 | -23.1 | 0.9
O=C(COC(=O)c1nc(Cl)ccc1Cl)NC1CCCCC1 | 17.3 | -13.3 | 2.2 | 1.13 | 12.0 | 0.978 | 1.8 | -5.1 | -8.1
CCC(=O)Nc1ccc(Cl)c(NC(=O)C(C)C)c1 | -27.8 | -5.5 | -14.2 | 1.05 | 4.8 | 1.14 | 7.0 | 13.2 | -5.5
CC(C)[C@H](NC(=O)c1ccccc1Br)C(=O)OCc1nc2ccsc2c(=O)[nH]1 | -1.8 | 11.3 | -7.4 | 0.887 | 18.0 | 1.07 | 8.0 | -5.1 | 0.3
Cc1ccc(NC(=O)COC(=O)CNC(=O)c2ccco2)cc1 | -4.7 | -17.7 | -7.3 | 1.18 | 12.0 | 1.07 | 15.3 | -1.4 | 1.1
Cc1sc2nc(CN3CCOCC3)nc(Cl)c2c1C | -4.2 | 3.9 | -26.7 | 0.961 | 8.8 | 1.27 | 15.8 | -0.5 | 7.7
O=C(CN1CCCC1)Nc1ccc([N+](=O)[O-])cc1Cl | -4.8 | 1.9 | -4.9 | 0.981 | 15.4 | 1.05 | -9.7 | 11.4 | -1.7
CCOC(=O)C1(CC2CCCCO2)CCN(C2CCSCC2)CC1 (stereo not given) | -4.3 | -1.0 | -18.0 | 1.01 | -2.0 | 1.18 | 3.5 | 10.4 | -9.1
COc1ccccc1NC(=O)C1=C(C)Nc2nnnn2C1c1cccc(C)c1 (stereo not given) | -70.7 | -1.8 | 20.4 | 1.02 | 6.2 | 0.796 | 7.1 | 1.3 | -17.8
Nc1nc(N2C(=O)C3CC=CCC3C2=O)nn1-c1ccccc1 (stereo not given) | -10.0 | -5.7 | -2.5 | 1.06 | 20.2 | 1.02 | 3.2 | 17.7 | -0.4
COc1ccc(N2CCN(S(=O)(=O)c3cc4c(cc3C)NC(=O)CO4)CC2)cc1 | -1.1 | 5.3 | -16.2 | 0.947 | -8.5 | 1.16 | -3.8 | -19.4 | 0.2
CCCCc1nc(NCc2ccccc2)c(C#N)c2c1COC(C)(C)C2 | -0.1 | -6.0 | 2.2 | 1.06 | -24.4 | 0.978 | 5.3 | -13.1 | 3.6
O=C(c1ccco1)N1CCN(C2c3ccccc3-c3ccccc32)CC1 | -4.9 | -1.2 | -5.6 | 1.01 | 21.4 | 1.06 | 8.7 | 24.2 | 13.4
Oc1ccccc1-c1nc(NCc2ccccc2)c2ccccc2n1 | 3.6 | 8.2 | -6.7 | 0.918 | -7.8 | 1.07 | 17.1 | 1.7 | -0.1
COc1cc(CO)c(Br)cc1OCC(=O)Nc1ccccc1C | -8.0 | 9.2 | -9.6 | 0.908 | 23.7 | 1.1 | 7.4 | 21.6 | 2.3
COc1ccccc1N1CCN(S(=O)(=O)c2ccc3c(c2)NC(=O)C(C)S3)CC1 (stereo not given) | 16.7 | 1.9 | 18.2 | 0.981 | 42.7* | 0.818 | 8.8 | 12.8 | -4.5
CCOc1ccc(C(=O)Nc2cc(-c3nc4ccccc4[nH]3)ccc2Cl)cc1[N+](=O)[O-] | 11.7 | 3.0 | 9.7 | 0.97 | 27.3 | 0.903 | 77.9* | 12.2 | 17.9

The closing 4 records of the section before open the next one.
SMILES | Apaf1 inhib | mIAP block | hIAP inh | mIAP activ | tim10-1 inh | hIAP act | NLRP3 yeast inh | TIM10 inh | ATG4B inh
Oc1ccccc1-c1nc(NCc2ccccc2)c2ccccc2n1 | 3.6 | 8.2 | -6.7 | 0.918 | -7.8 | 1.07 | 17.1 | 1.7 | -0.1
COc1cc(CO)c(Br)cc1OCC(=O)Nc1ccccc1C | -8.0 | 9.2 | -9.6 | 0.908 | 23.7 | 1.1 | 7.4 | 21.6 | 2.3
COc1ccccc1N1CCN(S(=O)(=O)c2ccc3c(c2)NC(=O)C(C)S3)CC1 (stereo not given) | 16.7 | 1.9 | 18.2 | 0.981 | 42.7* | 0.818 | 8.8 | 12.8 | -4.5
CCOc1ccc(C(=O)Nc2cc(-c3nc4ccccc4[nH]3)ccc2Cl)cc1[N+](=O)[O-] | 11.7 | 3.0 | 9.7 | 0.97 | 27.3 | 0.903 | 77.9* | 12.2 | 17.9
Cc1cc(NC(=O)C2CCCC2)nc2c1c(=O)oc1ccccc12 | 22.7 | -0.4 | 2.9 | 1 | 10.9 | 0.971 | 35.2 | -4.5 | 16.2
COc1ccc(C(=O)N/C(=C/c2cccs2)c2nc3ccccc3[nH]2)cc1OC | 0.9 | 4.0 | 0.4 | 0.96 | 18.5 | 0.996 | 3.8 | 25.9 | -13.0
COc1ccccc1NS(=O)(=O)c1cc(N)ccc1N1CCCCC1 | -19.6 | 4.0 | 10.3 | 0.96 | 13.0 | 0.897 | 25.3 | 19.2 | -1.7
Cc1nn(Cc2ccccc2)c2sc(C(=O)N3CCN(Cc4ccc5c(c4)OCO5)CC3)cc12 | 15.8 | 0.7 | -2.6 | 0.993 | 26.8 | 1.03 | 20.1 | 21.9 | 6.3
O=C(c1ccc(F)cc1)C1CCN(C(=S)Nc2ccccc2)CC1 | -12.9 | 2.0 | -1.2 | 0.98 | 28.3 | 1.01 | 20.1 | 24.5 | -6.6
CS(=O)(=O)N(CC(=O)NCc1cccnc1)Cc1ccc(Cl)cc1 | -4.3 | 0.4 | -8.6 | 0.996 | -2.1 | 1.09 | 1.3 | -4.5 | -2.7
C=CCn1sc(N)c(C(=O)OCC)c1=S | 5.8 | 1.0 | -5.7 | 0.99 | 1.0 | 1.06 | 4.0 | -0.8 | -6.5
FC(F)(F)c1cccnc1-n1cncn1 | -12.9 | 6.0 | 18.0 | 0.94 | -13.8 | 0.82 | 20.8 | 4.0 | 0.2
Cc1cc(N2CCOCC2)nc(SCc2c(Cl)cccc2Cl)n1 | 14.1 | 12.7 | -2.7 | 0.873 | 28.0 | 1.03 | 5.4 | -13.1 | 8.0
Cc1ccc(S(=O)(=O)N2CCOCC2)cc1C(=O)Nc1ccc(C(N)=O)cc1 | -11.8 | -8.8 | -12.5 | 1.09 | -10.9 | 1.12 | 9.4 | -9.4 | 0.1
O=C(Cn1cc([N+](=O)[O-])cn1)NCCc1nc2ccccc2[nH]1 | -5.1 | -3.1 | -16.8 | 1.03 | 5.4 | 1.17 | 8.5 | -21.7 | -11.2
CCOC(=O)[C@H]1CCC[C@@H](NS(=O)(=O)c2ccc(NC(C)=O)cc2)C1 | 3.5 | 8.2 | -5.6 | 0.918 | 3.0 | 1.06 | -2.6 | -1.3 | -0.1
O=C(NC1CCN(Cc2ccccc2)CC1)C1CCN(S(=O)(=O)c2cccc3nsnc23)CC1 | -11.8 | 1.9 | -5.6 | 0.981 | 12.3 | 1.06 | 0.6 | 7.5 | -13.1
COC(=O)Cc1c(C)nc2nc[nH]n2c1=O | -2.6 | 1.5 | -49.4 | 0.985 | 7.1 | 1.49 | 4.7 | -20.4 | 0.7
O=C(NCc1ccc(F)cc1)C1CCN(S(=O)(=O)c2ccc(Cl)cc2)CC1 | 12.8 | -6.1 | -30.5 | 1.06 | -15.4 | 1.3 | -3.4 | -15.6 | 1.5
CCN(CC)C(=O)COc1ccc2c(-c3ccc(OC)cc3)cc(=O)oc2c1 | 6.0 | -2.1 | -19.1 | 1.02 | 1.7 | 1.19 | 16.6 | 0.0 | -10.4
COc1ccc(-c2oc3ccccc3c2C(=O)Oc2ccccc2)cc1 | 2.8 | 1.0 | 5.4 | 0.99 | 6.0 | 0.946 | 18.3 | 4.7 | -0.4
Cc1ccc(S(=O)(=O)NNC(=O)c2ccc(F)cc2)cc1 | -1.3 | 3.0 | 14.5 | 0.97 | -10.2 | 0.855 | 8.4 | 3.9 | 4.1
CCn1c(=O)[nH]c2cc(C(=O)Nc3cc(C)cc(C)c3)ccc2c1=O | -5.2 | 4.4 | -9.2 | 0.956 | -21.7 | 1.09 | 1.7 | -18.0 | -4.3
COc1ccc(S(=O)(=O)N2CCOCC2)cc1NC(=O)COc1ccc(C)cc1 | 0.1 | 1.7 | 4.5 | 0.983 | 5.5 | 0.955 | 3.9 | 7.4 | -18.9
CC(Sc1nc(N(C)C)nc(N2CCOCC2)n1)C(=O)Nc1ccccc1 (stereo not given) | 5.2 | -5.8 | -4.7 | 1.06 | 11.5 | 1.05 | 27.3 | -8.1 | -3.8
O=C(CC(=O)N/N=C\c1ccccc1[N+](=O)[O-])NCCc1ccccc1 | 5.9 | 5.8 | 1.6 | 0.942 | 11.8 | 0.984 | 19.2 | 4.8 | -6.6
CN(Cc1ccccc1)c1ccc(C(CC(N)=O)NC(=O)c2ccccc2)cc1[N+](=O)[O-] (stereo not given) | 21.4 | 13.3 | -0.9 | 0.867 | 11.9 | 1.01 | 8.2 | 6.7 | -15.1
O=C(c1ccc(Cn2c(=O)[nH]c3ccccc3c2=O)cc1)N1CCN(c2ccc(Cl)cc2)CC1 | 41.4* | -17.5 | 1.1 | 1.18 | 14.4 | 0.989 | 8.9 | 26.4 | -31.5
COc1cc(-c2nnc(-c3ccncc3)o2)ccc1OCc1ccccc1 | 3.6 | 5.4 | 7.8 | 0.946 | 6.7 | 0.922 | 25.0 | -27.2 | -20.3
O=C(Nc1cccc(Br)c1)c1ccc(CN2CCc3ccccc3C2)cc1 | 20.3 | -16.5 | -12.6 | 1.17 | 44.3* | 1.13 | 36.2 | 43.7* | -0.8
O=C(c1cc([N+](=O)[O-])ccc1Cl)N1CCN(c2ccc(F)cc2)CC1 | -7.1 | 5.1 | -10.5 | 0.949 | 10.8 | 1.1 | -12.8 | 5.4 | 4.3
Cc1c(NC(=O)c2cccc(NC(=O)Cc3c(F)cccc3Cl)c2)c(=O)n(-c2ccccc2)n1C | -6.4 | -0.6 | -3.3 | 1.01 | 6.3 | 1.03 | 15.8 | 0.2 | -26.3
CCC(C(=O)Nc1c[nH]c(=O)[nH]c1=O)c1ccccc1 (stereo not given) | -0.4 | -10.3 | 9.7 | 1.1 | 9.5 | 0.903 | 12.9 | 0.6 | 4.1
O=C(Nc1cccnc1Cl)c1cc(-c2ccc(O)cc2)on1 | -13.4 | -5.3 | 1.7 | 1.05 | -11.4 | 0.983 | 8.7 | -5.5 | -8.5
CC1(C)Cc2c(cnn2-c2cccc(F)c2)C(NC(=O)CCN2CCCC2=O)C1 (stereo not given) | -0.3 | 1.7 | 0.2 | 0.983 | -19.4 | 0.998 | -4.9 | 0.2 | -0.8
CC1CCN(C(=O)COc2ccccc2F)CC1 | -0.5 | -6.0 | -10.2 | 1.06 | 5.1 | 1.1 | -23.6 | -15.9 | 6.8
CCN(CC)C(=O)c1sc(NC(=O)c2ccncc2)c(C(=O)OC)c1C | 16.5 | -6.0 | -1.7 | 1.06 | -1.2 | 1.02 | -0.9 | 4.6 | -9.3
